Lipid storage S3 – qHTS Assay for Lipid Storage Modulators in Drosophila S3 Cells. 320,000 tested, 0.64% active. Drosophila S3 cells, BODIPY lipid droplet fluorescence, 18-24 h; cells fed with added oleic acid. lipid storage change, negative = inhibition, % at the top dose, mostly 46.1 µM; hits show Potency in µM; active means well fitted inhibition curve with a large enough effect in the signal ratio, with a control signal flat, not every such curve was filed as active; inconclusive means small, poorly fitted or top-dose-only effect, or effect the other way, or a change in a side signal; the % refers to the signal ratio
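Drosophila S3 cells loaded with oleic acid (400 uM, as added) and compounds at several concentrations; lipid droplets imaged by 488-nm laser-scanning cytometry, 500–530 nm intensity and object ratio to cell channel. Percent activity normalized to 20 uM Triacsin C.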
Lipid storage S3 cell count max – second read-out of Lipid storage S3, no call of its own (marks repeat the call); cell number change, %; measured here: cell count max response;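 cells counted by Cell Tracker Red CMTPX staining in the red channel; peak over a dose series mostly up to 46.1 µM; percent activity relative to internal control wells on each plate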
The depositor's hits bear a star; i = inactive; u = inconclusive; x = no result given; [ ] = dose if it differs, or a comment. On the % scale 0 is the no-effect control and ±100 the full control effect; potency means the concentration at half of the fitted maximal effect. These rows are one share of the data; the hit share may differ from the screen's.

Every second line gives: Lipid storage S3 cell count max	Lipid storage S3
O=c1nc2scc(-c3ccccc3)n2c2ccccc12
  0.8	4.8%
O=C(N=C1SC2CS(=O)(=O)CC2N1c1ccc(OC(F)(F)F)cc1)C1CC1 (stereo not drawn)
  x	u
Cc1cccc(C2Nc3ccccc3C(=O)N2CCc2ccccc2)n1 (stereo not drawn)
  x	u
CC1CCN(Cc2c(C(=O)N3CCc4ccccc4C3)nc3ccc(Cl)cn23)CC1
  x	u
Cc1ccnc2nc(C(=O)OCC(=O)c3c[nH]c4ccccc34)nn12
  x	u
CC1CCCCN1C(=O)c1cccc(NC2=C(Cl)C(=O)N(Cc3ccccc3)C2=O)c1 (stereo not drawn)
  x	u
CSCC(=O)NS(=O)(=O)c1ccc(C)cc1
  -7.5	7.1%
COC(=O)c1c(NC(=O)CN2C(=O)NC3(CCC(C(C)(C)C)CC3)C2=O)sc2c1CCCCC2 (stereo not drawn)
  12.3	3.0%
CC(=O)c1cc2c(cc1NC(=O)CN1CCCCC1C)OCO2 (stereo not drawn)
  x	u
Cc1c(NC(=O)c2ccc3ncccc3c2)c(=O)n(-c2ccccc2)n1C
  x	u
O=C(OCCN1C(=O)c2cccc3c(N4CCOCC4)ccc(c23)C1=O)c1ccc(Cl)cc1Cl
  1.9	-7.7%
Nc1ccc(C(=O)c2cccs2)cc1
  x	u
Cc1ccc2nc(SC(C(=O)c3ccccc3)c3ccccc3)nc(C)c2c1 (stereo not drawn)
  x	u
O=C(CSCc1ccc(Cl)cc1)Nc1cc([N+](=O)[O-])ccc1O
  x	u
CN1C(=O)CSc2ccc(NC(=O)N3CCOCC3)cc21
  x	u
CCN(CC)C(=O)CSC1=Nc2ccccc2C2=NC(Cc3c[nH]c4ccccc34)C(=O)N12 (stereo not drawn)
  -8.1	-21.5%
CC1CCCCC1NC(=O)CN1C(=O)NC(Cc2ccccc2)(Cc2ccccc2)C1=O (stereo not drawn)
  27.7	i
COc1ccc(S(=O)(=O)Nc2ccccc2C(=O)N2CCOCC2)cc1C
  -5.3	i
CCCCCCNC(=O)CNC(=S)N(Cc1cccs1)C1CCCCC1
  0.5	4.2%
CCCOC(=O)NC1CCS(=O)(=O)C1 (stereo not drawn)
  9.0	2.2%
Cc1ccc(N(CC(=O)NCC(O)c2ccccc2)S(=O)(=O)c2ccc(C)cc2)cc1 (stereo not drawn)
  x	-20.2%
CCn1c2ccccc2c2nn(C)c(=N)nc21
  -4.4	i
Cc1cccc(N2C(=O)CC(Sc3ncn[nH]3)C2=O)c1 (stereo not drawn)
  9.0	0.2%
C=CCNC(=O)c1onc(CSc2nc3ccccc3[nH]2)c1C(=O)NCC=C
  -6.3	i
CCOc1ccc(CN2C(=O)CCC2(C)C(=O)NCc2cccnc2)cc1 (stereo not drawn)
  x	u
Cc1ccccc1NP(=O)(c1ccccc1)c1nc2ccccc2s1 (stereo not drawn)
  x	u
COc1ccc(-c2ccc([C@H]3[C@@H]4C=CCC[C@@]4(C)C(=O)N3Cc3ccccc3)c(F)c2)cc1OC
  3.3	-15.7%
COC(=O)c1c(C)noc1-c1cc(C)on1
  x	i
CSc1nsc(SCC(=O)N2CCCc3ccccc32)n1
  x	u
CC1Cn2c(nnc2-c2cccc(Cl)c2)S1 (stereo not drawn)
  x	u
Cc1cccc(NC(=O)CCC2CCN(C(=O)C3CC=CCC3)CC2)c1 (stereo not drawn)
  x	u
COc1ccccc1C(=O)N1CCN=C1SC
  x	u
CC(C)c1ccc(CNC(=O)CCc2ccccc2)cc1
  -18.1	-25.7%
CCN1CCN(S(=O)(=O)c2ccc(C)c([N+](=O)[O-])c2)CC1
  -7.8	-0.4%
O=C(Nc1ccnn1C1CCN(Cc2ccccc2)CC1)C1CCOC1 (stereo not drawn)
  16.1	-5.8%
O=C(OCCOc1cccc(Cl)c1)c1ccc(F)c(S(=O)(=O)N2CCOCC2)c1
  -8.2	-16.7%
CN(CC(=O)Nc1ccccc1Cl)C(=O)c1cccc(S(=O)(=O)N2CCN(Cc3ccccc3)CC2)c1
  x	-12.0%
CC(=O)O[C@H]1CC(C)(C)C(=C=C/C(C)=C/C=C/C(C)=C/C=C/C=C(C)/C=C/C=C(\C)C(=O)C[C@@]23O[C@]2(C)C[C@@H](O)CC3(C)C)[C@](C)(O)C1
  x	u
CCOc1ccccc1C(=O)Nc1cccc2cccnc12
  10.6	-15.8%
CCCOc1cccc(C(=O)NC(=S)Nc2ccccc2)c1
  24.7	13.0%
O=C(CN1C(=O)C2C3C=CC(C3)C2C1=O)NCC1COc2ccccc2O1 (stereo not drawn)
  x	u
CCN(CC)C(=O)c1sc2nc(-c3cccs3)cc(-c3ccc(Cl)cc3)c2c1N
  23.2*	20.6µM*
COc1ccc(C(=O)NCc2cc3ccccc3n2C)cc1
  -10.9	7.7%
COc1ccc(CN(C(=O)c2snc(C(N)=O)c2N)C(C(=O)NC2CCCC2)c2ccco2)cc1 (stereo not drawn)
  x	u
CCOc1ccc2nc(N3C(=O)C(O)=C(C(=O)c4ccco4)C3c3ccco3)sc2c1 (stereo not drawn)
  x	u

Of the compounds above, these contain an aryl thioether with sulfur outside any ring:
Every second line gives: Lipid storage S3 cell count max	Lipid storage S3
Cc1ccc2nc(SC(C(=O)c3ccccc3)c3ccccc3)nc(C)c2c1 (stereo not drawn)
  x	u
Cc1cccc(N2C(=O)CC(Sc3ncn[nH]3)C2=O)c1 (stereo not drawn)
  9.0	0.2%
C=CCNC(=O)c1onc(CSc2nc3ccccc3[nH]2)c1C(=O)NCC=C
  -6.3	i
CSc1nsc(SCC(=O)N2CCCc3ccccc32)n1
  x	u

(continued)
Every second line gives: Lipid storage S3 cell count max	Lipid storage S3
COc1ccc(-n2c(-c3ccc(Cl)cc3)c[n+]3c2CCCCC3)cc1
  x	u
CCOC(=O)C1CCCN(C(=O)c2cccc([N+](=O)[O-])c2C)C1 (stereo not drawn)
  24.5	4.9%
O=C(N/N=C/c1ccc(F)cc1)c1sccc1OCc1ccc(F)cc1
  x	u
CCOC(=O)Cn1c(=O)oc2cc(S(=O)(=O)N3CCN(C(=O)c4ccco4)CC3)ccc21
  -4.7	-3.0%
O=C(c1ccc(-c2ccccc2)cc1)N1CCN(Cc2ccccn2)CC1
  -0.7	4.0%
Cc1ccccc1OCC(O)Cn1c(NCCN(C)C)nc2c1c(=O)n(C)c(=O)n2C (stereo not drawn)
  x	17.3%[9.22 µM]
COc1ccc2oc(=O)c(C(=O)N3CCc4ccccc43)cc2c1
  -3.2	i
CCOC(=O)c1c(CSc2ccc(C)cc2)oc2ccc(O)cc12
  x	u
Cc1ccc(CN(C)C(=O)CC2C(=O)NCCN2CC2CCCCC2)cc1 (stereo not drawn)
  -3.0	4.5%
Cc1cccc(OCC(=O)NNC(=O)Cn2c(=O)cnc3ccccc32)c1
  x	u
Cc1cc(C)cc(NC(=S)N2CCC(N(C)CC3CCCO3)CC2)c1 (stereo not drawn)
  11.9	2.6%
Cc1nc2ncnn2c(C)c1CCC(=O)Oc1ccccc1
  x	u
O=C(O)CC(C(=O)Nc1ccc(Cl)cc1)N1CCCCCC1 (stereo not drawn)
  x	u
C=CCn1c(NCc2cc(C)ccc2O)nc2ccccc21
  x	i
Cc1cccc2sc(NC(=O)Cn3c(C)csc3=O)nc12
  x	u
C#CCOC(=O)c1ccc(-n2cncn2)nc1
  x	u
O=C(CCSc1ccc(Cl)cc1)N1CCN(c2ccc(O)cc2)CC1
  1.6	-10.7%
C=CCNc1nnnc2c1sc1nc(N3CCOCC3)c3c(c12)CCCC3
  x	u
CCN1CCN(C(CNS(=O)(=O)c2ccccc2)c2cccnc2)CC1 (stereo not drawn)
  12.9	-9.2%
Cc1c(NC(=S)N/N=C/c2cc([N+](=O)[O-])ccc2O)c(=O)n(-c2ccccc2)n1C
  14.0	0.0%
C=CCN(CC=C)S(=O)(=O)c1ccc(C(=O)Nc2nnc(COC)o2)cc1
  x	u
CCC(Oc1ccccc1)C(=O)N1CC(C)CC(C)C1 (stereo not drawn)
  x	u
CCOC(=O)C1(Cc2cccc(Cl)c2)CCCN(C(=O)c2cccnc2)C1 (stereo not drawn)
  x	-14.5%
C#CCOCCOCCOCCNc1nc(N2CCN(C(=O)[C@H](CCCCN)n3cc([C@@H](N)CC(C)C)nn3)CC2)nc(N2CCN(C(=O)[C@H](CCCCN)n3cc([C@@H](N)CC(C)C)nn3)CC2)n1
  -2.3	-6.5%
O=C(O)c1nc(N2CCCCC2)ncc1Cl
  x	u
Clc1ccc(CNc2ccc(CNc3ncn[nH]3)cc2)cc1
  x	u
COC(C(=O)Nc1ccnn1C1CCN(Cc2ccc(CO)o2)CC1)c1ccccc1 (stereo not drawn)
  x	u
Clc1ccc(/C=N/Nc2ncnc3nc[nH]c23)cc1
  x	u
COCCN(C(=O)COC(=O)c1cccs1)c1c(N)n(Cc2ccccc2)c(=O)[nH]c1=O
  x	u
COc1ccc(N(CC(=O)N2CCN(c3ccccc3)CC2)S(=O)(=O)c2ccc(C)cc2)cc1
  x	u

Some of these compounds in order of their number in Lipid storage S3 cell count max, rising:
Structure | Lipid storage S3 cell count max
C=CCNC(=O)c1onc(CSc2nc3ccccc3[nH]2)c1C(=O)NCC=C | -6.3
COc1ccc(-c2ccc([C@H]3[C@@H]4C=CCC[C@@]4(C)C(=O)N3Cc3ccccc3)c(F)c2)cc1OC | 3.3
O=C(Nc1ccnn1C1CCN(Cc2ccccc2)CC1)C1CCOC1 (stereo not drawn) | 16.1

Additional entries.
Every second line gives: Lipid storage S3 cell count max	Lipid storage S3
CC12CCC(=O)N1C(C(=O)Nc1cccc(S(=O)(=O)N3CCCCCC3)c1)CS2 (stereo not drawn)
  x	u
O=[N+]([O-])c1ccccc1S(=O)(=O)n1nnc2ccccc21
  21.1	-1.6%
CCC(C(=O)Nc1cccc(S(=O)(=O)N(C)c2ccccc2)c1)c1ccccc1 (stereo not drawn)
  -8.5	22.7%
C=CCSc1nc(C)c(CC(=C)C)c(=O)[nH]1
  9.6	13.0%
COc1ccc(C(=O)NCC(=O)OCC(=O)c2ccc3c(c2)NC(=O)CO3)cc1OC
  x	u
COc1cc(OC)cc(C(=O)Nc2cccc(N3CCCC3)c2)c1
  x	u
Cc1ccc(NC(=S)NC(C)CCc2ccccc2)cc1C (stereo not drawn)
  23.4	23.3%
Clc1cccc(-c2cc3nc4c(c(N5CCOCC5)n3n2)CCCC4)c1
  x	u
Cc1c(Cl)cnc(NC(=O)CSc2nnc3ccccn23)c1Cl
  x	u
C/C(CC(=O)Nc1cccnc1)=N\NC(=O)C(=O)Nc1cccc(C)c1
  24.6	1.4%
CCOC(=O)Cn1cc(/C=N/NC(=O)c2ccc(C#N)cc2F)c2ccccc21
  x	u
O=S(=O)(c1ccc(Cl)cc1)N1CCC(N2CCCCCC2)CC1
  x	u
O=c1oc2ccccc2c(N2CCCC2)c1CN1CCCC1
  x	u
O=C(NCc1ccco1)c1cc2n(n1)C(C(F)(F)F)CC(c1ccc(Br)cc1)N2 (stereo not drawn)
  x	u
Cc1ccc(-c2nc(N=Nc3ccc(O)cc3)n[nH]2)cc1
  12.1	15.0%
COC(C(=O)Nc1ccnn1C1CCN(C(=O)c2ccc(C)cc2)CC1)c1ccccc1 (stereo not drawn)
  x	u
COc1cc(C(=O)NCCC(=O)NCc2ccc3c(c2)OCO3)cc(OC)c1OC
  -24.7	-16.7%
O=C(COC(=O)C1CCN(c2ccc(C(F)(F)F)cn2)CC1)c1cccc(Br)c1
  7.9	6.1%
CCc1ccc(CN(C(=O)COc2c(C)cccc2C)C2CCS(=O)(=O)C2)cc1 (stereo not drawn)
  13.7	i
CCn1c(C(C)NS(=O)(=O)c2ccc(Cl)cc2)n[nH]c1=S (stereo not drawn)
  0.7	14.4%
CCNC(=O)/C(C#N)=C/c1c(N2CC(C)OC(C)C2)nc2ccccn2c1=O (stereo not drawn)
  -6.7	14.2%
O=C(Cc1ccc([N+](=O)[O-])cc1)N1N=C2CCCCC2C1(O)C(F)(F)F (stereo not drawn)
  5.4	-1.3%
CC(=O)Nc1ccc(S(=O)(=O)Nc2cc(S(=O)(=O)N3CCCCC3)ccc2O)cc1
  x	u
O=C(COc1ccc2c3c(c(=O)oc2c1)CCCC3)NCc1cccnc1
  x	u
Cc1ccc(Nc2ncnc(N)n2)cc1
  -5.2	-6.8%
COc1cc(-c2nnc(NC(=O)CCS(=O)(=O)c3ccc(F)cc3)o2)cc(OC)c1OC
  x	23.5%[0.0737 µM]
Cc1cc(C)n2c(SCc3ccc(Br)cc3)nnc2n1
  x	u
CC(=O)N1c2c(cc(Br)cc2S(=O)(=O)N2CCN(c3ccccc3F)CC2)CC1C (stereo not drawn)
  x	u
CC(C)NS(=O)(=O)c1ccc(NC(=O)C(C)OC(=O)C2CCC2)cc1 (stereo not drawn)
  -28.8	8.2%
CCn1c(=N)n(CC(=O)c2ccc(OC)c(OC)c2)c2ccccc21
  13.0	i
O=S(=O)(NCC1CCN(c2ccc(S(=O)(=O)N3CCOCC3)cc2)CC1)c1ccc(F)cc1
  x	u
O=C(COC(=O)Cc1ccsc1)Nc1cccc(F)c1
  -8.8	6.3%
CC1=NOC(=O)/C1=C/c1ccc(O)c(Br)c1
  -0.6	-4.8%
Cc1nnc(SCC(=O)Nc2ccc(F)cc2F)n(N)c1=O
  x	u
CC1CCN(C(=O)c2cc(S(=O)(=O)N3CCCCC3)c[nH]2)CC1
  -22.8	15.6%

Screens deposited in PubChem BioAssay by National Center for Advancing Translational Sciences (NCATS).
